# Assay outcomes from PubChem BioAssay.
# CSM14.1 death rescue: rescue of cells from ER stress-induced death, primary screen, 384-well, CSM14.1, thapsigargin, ATP luminescence (AID 1222); CSM14.1 thapsigargin-induced death rescue, ATP luminescence; higher % means a stronger effect; cellular ATP content (survival), % at 20 µM; hits with a dose series show EC50 in µM; 190,000 tested, under 10 active;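 active = EC50 below 50 µM in the dose-response confirmation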;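 also: death triggered by thapsigargin at about 15 µM added after 2 h compound pretreatment; cell ATP read after overnight thapsigargin exposure of roughly 18 to 22 hours; normalized against plate controls of thapsigargin alone and 5% DMSO vehicle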
# MT stabilize HCS: stabilizes microtubules in HeLa cells | 200,000 tested, 0.83% active | AID 2205 | % tubulin-high responders, % at 10 µM | HeLa tubulin immunostaining HCS, 24 h; share of cells brighter than vehicle mean+2SD;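 active = plate Z-score above 3 for both tubulin-high and condensed-nucleus cell shares, with cell loss under 80%, at 10 µM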;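 also: anti alpha tubulin signal scored within the nucleus-defined area of each cell; some results filed as inactive read as strong as hits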
# Dynein transport: blocks dynein driven cargo transport along microtubules | z-score, hits read low | 220,000 tested, 0.47% active | 3617.4 mouse cells, GR-EGFP nuclear translocation imaging; test concentration mostly 20 µM; stimulated with dexamethasone, 1 µM; stronger effect = lower value;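 active = plate z-score of nuclear minus cytoplasmic receptor signal below a set negative limit, without overly bright fluorescence or cell loss, cut at about -3.5 in these data, passing the limit was not always enough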;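 also: z-score of nuclear minus cytoplasmic ring GR-EGFP intensity difference per well; some compounds called inactive have numbers as strong as hits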
#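 Schedule: 48 h induction, then 1 h compound, then 30 min agonist, 37 °C. Buffer or medium: tetracycline-free induction medium containing charcoal-stripped FBS. Reagent: 1.0 µM final dexamethasone stimulus. Evaluation: nuclear versus cytoplasmic GR-EGFP signal, averaged per well. Signal: high-content fluorescence imaging after fixation.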
# bCat nuc transl: beta-catenin nuclear translocation modulation. HeLa beta-catenin nuclear translocation, immunofluorescence imaging. nuclear translocation activity, % at 5 µM. 190,000 tested, 0.3% active. AID 1665;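 active = nuclear translocation activity above 50% at 5 µM, with a well cell count of 50 or more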;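 also: per-cell ratio of nuclear to cytoplasmic median beta-catenin stain intensity; plate controls were DMSO negative control for no effect and GSK-3 inhibitor IX positive control for full effect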
#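 System: HeLa cells, endogenous beta-catenin; compound dosing: 5 µM primary single dose, 0.1% DMSO, 0.02–20 µM confirmation series; incubation: 24 h compound exposure at 37°C, 5% CO2; signal: beta-catenin immunofluorescence imaging with DAPI; evaluation: % activation, nuclear-to-cytoplasmic median beta-catenin signal ratio per cell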
# Insulin prom up: MIN6 insulin promoter up-regulation; z-score at 5 µM; MIN6 insulin promoter-GFP reporter, high-content imaging; stronger effect = higher value; 190,000 tested, 0.3% active;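 active = z-score above 3 at 5 µM with at least 500 cells counted in the well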
# Autophagy HCS: autophagy modulation, high-content screen. MEF GFP-LC3 puncta imaging; test concentration mostly 10 µM. calls only at 10 µM (by protocol). 190,000 tested, 0.98% active;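 active = percentage of spot-positive cells more than 3 SD above its plate mean, without a fluorescence outlier flag or 80% toxicity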;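 also: spot-positive cell cutoff set from DMSO-treated cells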
# XIAP antagonists: small molecules displacing peptide from XIAP – biochemical, IAP family, fluorescence polarization (AID 1018). XIAP BIR domain, fluorescence polarization peptide displacement; higher % means a stronger effect. displacement, % at 20 µM, or IC50 in µM where a hit was titrated. 200,000 tested, 0.007% active; in the data active = displacement above about 50%; also: a part of the inactive calls stands beside numbers as strong as those of hits
# WT yeast gro inh: growth inhibition of WT yeast, mitochondrial fusion screen | mitochondrial fusion phenotypic screen, WT strain | inhibition, % at 10 µM | 190,000 tested, 2.1% active; in the data active = inhibition above about 58%; tested in S. cerevisiae
# Lipid droplet: hepatic lipid droplet formation modulation; inhibition, % at 6.5 µM; 240,000 tested, 0.4% active; AID 1656; AML12 mouse hepatocytes, oleate lipid droplets, BODIPY imaging;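 active = lipid droplet intensity inhibited by at least 50%, with more than 500 cells counted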
#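 Material – AML12 mouse liver cells · Also added – oleate loading, 100 µM · Compound dosing – 6.5 µM single-point dosing · Times – overnight treatment with compound plus oleate · Measured by – fluorescence imaging, 20x objective, two fields per well · Read-out – percent inhibition of filter-corrected integrated lipid droplet intensity per well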
# WT yeast gro inh mutant strain: recorded beside WT yeast gro inh, whose call it bears; inhibition, %; mitochondrial fusion phenotypic screen, mutant strain inhibition
# Dynein transport cytoplasmic EGFP: further read-out of Dynein transport, marked with its call; z-score; measured here: cytoplasmic GR-EGFP intensity; stronger effect = higher value
# Dynein transport nuclear GR-EGFP: recorded beside Dynein transport, whose call it bears; z-score; measured here: nuclear GR-EGFP intensity;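 lower value marks the stronger effect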
# Dynein transport cell count: further read-out of Dynein transport, marked with its call; z-score; measured here: cell count per field
# Insulin prom up cell count: second read-out of Insulin prom up, no call of its own (marks repeat the call); cell count; measured here: cytotoxicity, nuclei count;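 total cells summed across four imaged fields per well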
# Lipid droplet cells 6.5 µM: recorded beside Lipid droplet, whose call it bears; cell count; measured here: cell count, cytotoxicity flag;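 cells counted across two imaged fields per well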
# bCat nuc transl cell count 5 µM: recorded beside bCat nuc transl, whose call it bears; cell count; measured here: cell count, cytotoxicity flag
# MT stabilize HCS Hoechst-high %: recorded beside MT stabilize HCS, whose call it bears; % Hoechst-high responders; measured here: nuclear condensation Hoechst responders;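 share of cells brighter than vehicle mean plus two SD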
# MT stabilize HCS cytotoxicity %: also measured in MT stabilize HCS; calls as there; toxicity, %; measured here: cytotoxicity by cell density;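 0% = mean cell density of plate MIN control wells and 100% = no cells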
# Autophagy HCS cell loss 18 h: further read-out of Autophagy HCS, marked with its call; toxicity, %; measured here: cell loss, nuclei count;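 cell loss after 18 h compound exposure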
# The depositor's hits bear a star; i = inactive; . = no result given.
[1] CC(=O)Nc1ccc(S(=O)(=O)N2CCN(C(=O)c3ccccc3F)CC2)cc1
[2] COc1cccc(C2C(C(C)=O)=C(O)C(=O)N2Cc2ccco2)c1 (stereo not drawn)
[3] CC1c2[nH]c3ccccc3c2CCN1S(C)(=O)=O (stereo not drawn)
[4] O=C(NCC1CCCO1)c1cc(C(=O)C2CC2)c[nH]1 (stereo not drawn)
[5] CN(C(=O)COC(=O)c1ccc(=O)n(Cc2ccccc2)n1)c1ccccc1
[6] C/C(Cc1ccccc1)=N\NC(=O)c1cc(C(C)(C)C)[nH]n1
[7] Cc1nc2ccccc2n1CCc1ccccc1
[8] Cc1ccccc1Cn1c(-c2cncs2)nc2ccccc21
[9] COc1ccccc1/C=C/C=N/N1CCN(Cc2ccc(Cl)cc2)CC1
[10] C=CCNCCCCOc1ccc(OCC)cc1
Screen / compound no.	1	2	3	4	5	6	7	8	9	10
CSM14.1 death rescue	-0.5%	-1.3%	-2.0%	-1.9%	0.9%	-2.1%	-1.2%	3.4%	-1.0%	-0.6%
MT stabilize HCS	4.2	2.7	3.3	1.7	2.1	2.3	1.0	3.7	1.3	1.7
MT stabilize HCS Hoechst-high %	1.3	2.7	3.6	1.6	1.3	0.8	1.2	2.5	1.0	1.6
MT stabilize HCS cytotoxicity %	2.3	8.6	3.7	12	5.2	6.4	2.4	4.6	8.7	11
Dynein transport	-1.1	-0.54	-0.72	-0.24	0.12	0.74	-0.03	-0.29	-0.34	-1.1
Dynein transport cytoplasmic EGFP	-0.021	-0.24	-0.26	-0.25	-0.26	-0.031	-0.22	-0.4	-0.13	0.14
Dynein transport nuclear GR-EGFP	-0.75	-0.93	-0.43	-0.59	0.22	0.56	0.51	0.13	0.54	-0.37
Dynein transport cell count	0.41	1.1	1.3	2	0.32	-0.49	-0.074	0.96	0.21	0.2
bCat nuc transl	3.2	0.5	-1.0	-2.7	-3.1	0.2	-0.7	.	0.1	.
bCat nuc transl cell count 5 µM	952	1330	1171	1114	1187	1053	955	.	1363	.
Insulin prom up	-0.28	-0.2	0.21	0.57	1.7	1.1	-0.06	.	-0.1	.
Insulin prom up cell count	1083	1500	1952	1851	1699	1258	1651	.	1421	.
Autophagy HCS	i	i	i	i	i	i	i	i	i	i
Autophagy HCS cell loss 18 h	8	-6	1	6	-16	0	24	1	15	2
XIAP antagonists	-3.2%	-1.2%	-1.8%	-5.7%	-5.2%	-10%	-4.0%	-4.5%	-3.3%	-1.2%
WT yeast gro inh	4	36	0	-12	-5	-5	13	39	42	.
WT yeast gro inh mutant strain	16	8	5	-2	3	-2	6	43	29	.
Lipid droplet	-40	.	-6	9	0	7	-16	.	.	-2
Lipid droplet cells 6.5 µM	765	.	641	620	702	713	732	.	.	757

[11] CCCCN1CC2([N+](=O)[O-])C=CC(=O)C([N+](=O)[O-])(C1)C2CC(=O)c1ccccc1 (stereo not drawn)
[12] Cc1nc2ccc(C(=O)Nc3cccc([N+](=O)[O-])c3)cc2s1
[13] Cc1cccc(CSc2nn3c(=O)c(C)nnc3s2)c1
[14] Cc1nnc2ccc(-c3cccc(NC(=O)c4ccc(Cl)nc4)c3)nn12
[15] CC(=O)c1cc(-c2ccccc2)[nH]c1N1CCOCC1
[16] CCCOc1ccc(N2C(=O)CC(N(Cc3ccc(OC)cc3)C(=S)Nc3ccccc3)C2=O)cc1 (stereo not drawn)
[17] O=C(COC(=O)c1ccc(O)cc1)Nc1ccc(OC(F)F)cc1
[18] O=S(=O)(NCCCN1CCN(c2ccccc2F)CC1)c1cccc2cccnc12
[19] COc1ccc(-c2cc(C(F)(F)F)n3nc(C(=O)NCCCn4ccnc4)cc3n2)cc1
[20] O=[N+]([O-])c1ccc(Oc2ccc(S(=O)(=O)Nc3ccccc3)cc2)cc1
Screen / compound no.	11	12	13	14	15	16	17	18	19	20
CSM14.1 death rescue	0.0%	-1.3%	3.2%	0.5%	-2.8%	2.2%	1.7%	0.8%	1.7%	-0.6%
MT stabilize HCS	3.0	2.7	4.4	3.3	0.4	2.3	2.3	2.5	1.7	2.5
MT stabilize HCS Hoechst-high %	2.8	2.4	1.7	1.9	1.1	2.9	2.1	1.6	1.6	1.5
MT stabilize HCS cytotoxicity %	1.1	8.0	6.9	2.1	9.7	11	13	5.6	5.1	11
Dynein transport	-2	-0.49	-1.1	-0.83	-0.44	-0.99	-0.83	-0.23	-0.065	0.013
Dynein transport cytoplasmic EGFP	0.16	-0.36	-0.14	-0.21	0.14	-0.29	-0.16	-0.14	-0.12	-0.23
Dynein transport nuclear GR-EGFP	-1.3	0.023	-0.63	-0.44	0.1	-0.89	-0.5	-0.089	0.028	0.15
Dynein transport cell count	-0.38	1.3	0.44	0.45	-0.058	0.93	-0.41	-0.41	0.47	1.4
bCat nuc transl	-1.2	-0.1	-1.0	.	.	0.2	-2.8	-0.2	.	.
bCat nuc transl cell count 5 µM	1085	1541	1116	.	.	991	1125	1151	.	.
Insulin prom up	-0.25	-0.72	-0.02	0.09	-0.33	0.36	-0.12	0.71	.	-0.2
Insulin prom up cell count	1373	1370	1470	906	926	1404	1414	992	.	1184
Autophagy HCS	i	i	i	i	i	i	i	.	i	i
Autophagy HCS cell loss 18 h	1	3	19	11	2	5	0	.	-1	4
XIAP antagonists	-4.9%	-1.7%	-44%	4.3%	-6.5%	-4.4%	-4.8%	-3.8%	-4.9%	-2.8%
WT yeast gro inh	3	3	-4	10	-9	29	3	5	-5	42
WT yeast gro inh mutant strain	3	0	-11	-2	11	-15	-11	-4	18	30
Lipid droplet	12	12	-1	0	-2	0	-6	.	8	4
Lipid droplet cells 6.5 µM	720	678	670	760	743	568	696	.	777	667

[21] C=CCn1c(O)c(N=O)c2cc(C)ccc21
[22] Cc1ccc(N(Cc2cc3ccccc3[nH]c2=O)S(=O)(=O)c2ccccc2)cc1
[23] Cn1c(=O)n(C)c2cc(NS(=O)(=O)c3ccc(F)cc3)ccc21
[24] O=C(C(=O)N1CCN(c2ccc(F)cc2)CC1)N1CCCCC1
[25] CN1CCN(C2=C(Cl)C(=O)N(C3CCCCC3)C2=O)CC1
[26] O=C(c1cc2cc(Br)ccc2o1)N1CCOCC1
[27] CC(Oc1cc(C(F)(F)F)cc(C(F)(F)F)c1)C(=O)NC(N)=O (stereo not drawn)
[28] Cc1cccc(C)c1OCC(=O)N/N=C/c1cc2c(cc1[N+](=O)[O-])OCO2
[29] O=C(Cn1c(C(F)(F)F)nc2ccccc21)c1ccccc1
[30] COc1ccc(NC(=S)NNC(=O)CCn2cc([N+](=O)[O-])cn2)cc1
[31] COc1ccc(-c2nc3c(c(=O)[nH]c(=O)n3Cc3ccccc3)n2C)cc1
[32] CNS(=O)(=O)c1ccc(NC(=O)C(CCSC)NC(N)=O)cc1 (stereo not drawn)
Screen / compound no.	21	22	23	24	25	26	27	28	29	30	31	32
CSM14.1 death rescue	2.0%	-0.5%	-0.3%	-1.9%	-4.2%	-2.8%	-0.8%	-0.3%	2.1%	-0.4%	-3.5%	-1.0%
MT stabilize HCS	1.0	2.8	4.1	3.2	2.6	4.6	1.9	2.0	2.9	1.7	1.4	5.8
MT stabilize HCS Hoechst-high %	1.0	2.4	1.9	2.4	1.9	2.4	1.2	1.8	1.2	2.0	1.7	1.3
MT stabilize HCS cytotoxicity %	3.8	6.7	6.7	4.8	4.9	2.0	7.9	7.3	6.7	3.0	3.8	10
Dynein transport	0.25	1.2	-0.41	0.12	-0.56	0.45	-0.48	-0.54	0.018	-0.6	-0.8	0.49
Dynein transport cytoplasmic EGFP	-0.22	-0.12	-0.23	-0.26	-0.21	-0.072	0.033	-0.15	-0.2	-0.3	-0.054	0.7
Dynein transport nuclear GR-EGFP	0.022	0.34	-0.087	0.29	0.043	0.51	-0.13	0.015	0.71	-0.3	-0.18	0.32
Dynein transport cell count	-0.47	-0.19	0.23	0.73	0.059	-1.8	0.55	0.32	0.49	0.06	0.37	-0.69
bCat nuc transl	-0.5	-0.4	-2.1	0.4	-1.8	0.4	0.3	.	3.9	0.3	-5.2	-7.2
bCat nuc transl cell count 5 µM	964	1040	1093	1421	877	967	1008	.	1433	1532	1156	1163
Insulin prom up	1.1	-0.55	0.43	0.63	-0.86	0.06	1.1	-0.97	1.3	-0.47	0.28	0.72
Insulin prom up cell count	1438	1463	1540	1417	1211	1489	1395	790	1471	1379	713	840
Autophagy HCS	i	i	i	i	i	i	i	i	i	i	i	i
Autophagy HCS cell loss 18 h	7	-2	14	9	6	25	-6	11	9	18	2	3
XIAP antagonists	-7.3%	-5.4%	-6.3%	0.5%	-4.8%	-5.3%	-4.5%	-4.3%	-20%	-3.9%	-17%	-9.0%
WT yeast gro inh	9	-1	3	-9	-2	-8	-12	17	-11	-7	-20	2
WT yeast gro inh mutant strain	2	-2	0	-3	10	-5	-9	-15	-7	16	-5	7
Lipid droplet	-16	-31	9	-1	.	7	.	-2	.	13	1	3
Lipid droplet cells 6.5 µM	678	626	679	719	.	707	.	764	.	709	767	778

# Part of the list above, limited to XIAP antagonists and MT stabilize HCS:
no. | smiles | XIAP antagonists | MT stabilize HCS
26 | O=C(c1cc2cc(Br)ccc2o1)N1CCOCC1 | -5.3% | 4.6
22 | Cc1ccc(N(Cc2cc3ccccc3[nH]c2=O)S(=O)(=O)c2ccccc2)cc1 | -5.4% | 2.8
